Screening results deposited in PubChem BioAssay by several laboratories.
CRFR2-BP ag: agonists of human CRF-binding protein/CRF-R2 receptor complex. HEK293 CRF-R2/CRF-BP, calcium dye fluorescence (FLIPR); percent of saturating CRF peptide response. activation, % at 13.2 µM. hit rate 0.46% among 350,000. AID 588473;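 active means activation of at least 50%, plus an integration ratio under a set limit after plate pattern correction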;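 further: plate controls were neutral control wells without compound for no effect and CRF at EC100 for full effect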
CRFBP-R2 block: antagonists of CRF-binding protein/CRF-R2 receptor complex; HEK293 CRF-R2/CRF-BP, CRF-induced calcium fluorescence; inhibition, % at 11.8 µM; hit rate 0.59% among 350,000;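 active means inhibition of the ligand-induced calcium signal above about 50% at the single tested concentration, limit read from the data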
GalR3 antagonist: blocks the human galanin receptor 3; HEK293 GalR3-CNG cAMP membrane potential fluorescence; galR3 body fused to GalR1 C-terminus; hit rate 0.44% among 360,000; inhibition, % at 3 µM; AID 651719;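 active means inhibition above the screen-wide average plus 3 SD, cut at about 13% in these data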;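 further: forskolin and galanin both at EC90 stimulate the cells; cAMP rise reported by CNG channel membrane potential dye signal; 0% = forskolin plus galanin with DMSO and 100% = forskolin alone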
MEKK2mut PB1 HTS: signal of MEK5 binding to mutant human MEKK2 PB1 domain; bead flow cytometry, Alexa488-MEK5 binding to MEKK2 mutant; AID 1530; hit rate 0.35% among 290,000; percent response, % at 10 µM; in the data active means percent response above about 24%, passing the limit was not always enough; further: inactives centre near 1; some results filed as inactive read as strong as hits
MEKK3 PB1 HTS: raises or lowers MEK5 binding to the human MEKK3 PB1 domain; Q99759; bead-based flow cytometry, Alexa488-MEK5 binding to MEKK3; actives lie on both sides; 0 = blocked by unlabeled MEK5, 100 = vehicle; binding response (% of control), % at 10 µM; hit rate 1.4% among 290,000; AID 1529;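 active means binding response more than 3 SD above or below the average of its plate-row segment, actives on both sides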;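 further: Alexa488 bead fluorescence after subtracting the streptavidin-only scavenger bead signal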
Target sequence (Q99759 whole entry, looked up, the tested form may be a part): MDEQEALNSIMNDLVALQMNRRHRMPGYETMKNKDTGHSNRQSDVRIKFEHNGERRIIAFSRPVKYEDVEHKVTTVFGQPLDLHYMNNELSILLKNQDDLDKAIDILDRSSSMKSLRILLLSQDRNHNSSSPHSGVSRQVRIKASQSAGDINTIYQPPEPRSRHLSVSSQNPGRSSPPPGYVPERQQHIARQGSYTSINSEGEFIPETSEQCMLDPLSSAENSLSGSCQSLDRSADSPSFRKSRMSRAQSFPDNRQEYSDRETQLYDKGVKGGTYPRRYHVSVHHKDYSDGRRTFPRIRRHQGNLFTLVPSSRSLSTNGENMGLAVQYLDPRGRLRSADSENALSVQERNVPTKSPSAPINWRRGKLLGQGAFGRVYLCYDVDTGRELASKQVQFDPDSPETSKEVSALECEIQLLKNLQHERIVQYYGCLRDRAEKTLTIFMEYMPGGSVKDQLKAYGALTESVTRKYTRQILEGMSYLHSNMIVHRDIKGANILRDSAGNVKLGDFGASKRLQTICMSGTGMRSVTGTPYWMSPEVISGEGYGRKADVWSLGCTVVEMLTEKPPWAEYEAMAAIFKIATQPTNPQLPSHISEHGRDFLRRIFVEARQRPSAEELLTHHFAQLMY
SUMO HTRF inh: inhibitors of human SUMOylation (UBC9). P63279. hit rate 0.36% among 290,000. inhibition, % at 35 µM. HTRF SUMOylation assay, SAE1/SAE2 + UBC9, in vitro; in the data active means inhibition above about 50%, passing the limit was not always enough; further: strong numbers were not always called active
Target sequence (P63279 whole entry, looked up): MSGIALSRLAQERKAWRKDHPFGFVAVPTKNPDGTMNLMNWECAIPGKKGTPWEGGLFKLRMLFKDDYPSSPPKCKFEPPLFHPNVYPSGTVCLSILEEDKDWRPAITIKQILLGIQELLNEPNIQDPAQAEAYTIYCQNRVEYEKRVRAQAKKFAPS
HCV NS3 hel inh: blocks Hepatitis C virus NS3 helicase unwinding; NS3 helicase DNA unwinding, Cy5 molecular beacon fluorescence; inhibition, % at 10.9 µM; hit rate 0.56% among 290,000; AID 1800;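 active means inhibition above the mean of all tested compounds plus 3 SD, set per campaign, cut at about 35% in these data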;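 further: 0% = DMSO wells and 100% = thioflavine S control wells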
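Material: hepatitis C virus NS3 helicase domain fragment enzyme; measured by: Cy5 fluorescence, 0 and 60 min reads; control set: DMSO and thioflavine S; incubation: 60 min unwinding reaction at 25 °C after ATP addition; read-out basis: % inhibition from 60/0 min fluorescence ratio, DMSO 0%, thioflavine S 100%; repeats: singlicate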
MEKK2 WT-MEK5: raises or lowers MEK5 binding to wildtype human MEKK2 PB1 domain. hit rate 1.1% among 290,000. binding response (% of control), % at 10 µM. bead flow cytometry, Alexa488-MEK5 binding to MEKK2 WT; actives lie on both sides. Q9Y2U5; in the data active means binding response below about 67% or above about 130%
DNA FID counter: counter-screen for HCV NS3 helicase inhibitors: DNA intercalator displacement | AID 1845 | hit rate 0.17% among 290,000 | inhibition, % at 7.9 µM | DNA fluorescent intercalator displacement, fluorescence; in the data active means inhibition above about 37%;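 further: 0% = vehicle and 100% = reference compound; higher means more ethidium bromide displaced from hairpin DNA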
* marks the source's active call; other numbers are inactive results; x = not tested or not shown. These rows are one share of the data. The share of hits here may be higher or lower than overall.

SMILES	CRFR2-BP ag	CRFBP-R2 block	GalR3 antagonist	MEKK2mut PB1 HTS	MEKK3 PB1 HTS	SUMO HTRF inh	HCV NS3 hel inh	MEKK2 WT-MEK5	DNA FID counter
CCOc1ccc(N(CC(=O)NC2CCCCCC2)S(=O)(=O)c2ccccc2)cc1	2.0	-12	-2	3	102	11	0	101	-9
O=S1(=O)CCOCCN1Cc1ccc(Cl)cc1Cl	x	x	x	-2	99	2	37*	97	-17
CCOC(=O)C(Cc1ccc(NC(=O)/C(=C\c2ccccc2)NC(=O)c2ccccc2)cc1)N1C(=O)c2ccccc2C1=O (centres undefined)	10	16	-3	2	117	10	8	102	-13
Cc1cccc(-n2c(O)c(C=Nc3cc(O)ccc3C)c3ccccc3c2=O)n1	9.7	-10	5	-9	96	16	5	89	-25
COCCCNC(=O)CCC(=O)NNc1nc2ccccc2c2nc(C)nn12	-0.5	-2	3	8	104	-15	5	104	-5
CCOC(=O)c1cc2c(nc1NC(=S)Nc1ccccc1)CC(C)(C)OC2	-1.6	3	-3	15	100	3	2	114	-1
O=C(C1CCC1)N1CCc2cc(S(=O)(=O)NC3CCCC3)ccc21	0.8	16	-5	-4	90	21	1	92	-5
COc1ccc(-c2nc3cc(NC(=O)Cc4ccc(OC)c(OC)c4)ccc3o2)cc1	-0.6	1	38*	-6	91	-6	-10	89	-9
Cc1cc(C)nc(SCCn2c(N3CCOCC3)nc3c2c(=O)[nH]c(=O)n3C)n1	-0.3	-5	-4	-2	99	-4	6	101	-5
Cc1cccc(-n2c(=O)[nH]c3c(C(N)=O)nc(CC(C)C)nc32)c1	0.3	-1	-3	2	103	6	2	102	-6
CNC(=O)NC(=O)CSc1cccc(C(F)(F)F)c1	-1.8	-9	-8	-8	87	-10	-2	88	0
Cc1cccc(-c2noc(CN(C(=O)c3c(-c4ccccc4Cl)noc3C)C(C)C)n2)c1	3.6	19	-2	1	105	-20	-12	105	-33
COC(=O)c1ccc(NC(=O)CSc2nnnn2C2CCCCC2)cc1	0.2	4	-3	6	83	7	10	106	-9
CN(CCC#N)C(=O)COC(=O)c1ccc(CNS(=O)(=O)c2ccc(F)c(Cl)c2)cc1	3.7	32	-1	-1	104	6	-3	91	-11
O=C(CSc1nnc(NCc2ccccc2)s1)c1ccco1	0.9	-6	1	5	98	0	-3	99	-3
COC(=O)/C=C/C(=O)Nc1cccc(C(F)(F)F)c1	0.4	-21	2	0	104	13	4	102	4
Cc1csc2ncc(C(=O)N(Cc3ccccc3)c3ccccn3)c(=O)n12	-1.0	-7	x	12	114	6	17	111	-16
Fc1cccc(-c2nnn3c2nc(Cl)c2ccccc23)c1	1.0	-1	14*	8	109	26	0	103	0
CCOC1=NN(c2ncc(C(F)(F)F)cc2Cl)C(=O)/C1=C/N(C)C	-1.0	-9	-2	-15	62	8	-1	55	-2
O=C(Nc1ccc(N2CCN(C(=O)c3cccs3)CC2)cc1)c1ccc(F)cc1	-1.5	0	-9	-4	96	8	0	97	-31
O=C(O)c1cc(=O)c2c(Cl)cc(Cl)cc2[nH]1	1.7	-5	x	3	104	x	x	101	x
Cc1nc(C)c(-c2ccc(SCc3cccc(F)c3)nn2)s1	-0.8	5	-2	-4	100	-15	7	100	-36
CCS(=O)(=O)N1CCCC(C(=O)NCc2cccnc2)C1 (centres undefined)	-1.5	-5	0	2	102	-13	5	103	4
CN(CC(=O)Nc1ccc(F)c(F)c1F)c1ncnc2sccc12	-2.2	1	-7	-5	99	7	3	92	5
COc1ccc(Nc2nc(-c3ccccc3)nc3ccccc23)cc1	6.3	-13	-8	7	108	-11	-23	118	3
N#CCc1ccc(NS(=O)(=O)c2ccc(C3CCCCC3)cc2)cc1	2.1	-56	-4	2	100	-15	-10	98	-15
CSc1nc(SCCN(C)C)c2c3c(sc2n1)COC(C)(C)C3	22	-37	6	-13	93	1	-15	98	7
COc1ccc(OC)c2[nH]c(C(=O)N3CCC(C(=O)O)CC3)cc12	-1.7	9	-5	-2	101	-10	20	104	-6
COc1ccccc1-c1cn[nH]c1-c1ccc(OCc2ccccc2)cc1O	-1.4	13	-5	-2	100	-19	-9	96	-16
CCOc1ccccc1CNC(=O)c1ccc(NC(=O)C2=C(C)OCCS2)cc1	0.8	-9	-5	0	99	1	-4	102	-51
Cc1ccc(S(=O)(=O)N(C)C)cc1NC(=O)Nc1ccccc1	-1.6	-7	-5	-2	100	-39	-20	96	-3
COc1ccccc1C1C(C#N)=C(N)Oc2cc(C)n(CCCn3ccnc3)c(=O)c21 (centres undefined)	3.6	-15	-3	-1	102	4	0	103	5
Cc1cc(C)n(-c2ncnc3sc4c(c23)CCCC4)n1	1.0	-7	-3	3	104	23	4	103	-12
CCN(CC)CCNC(=O)c1ccc(NC(=O)C2CCN(c3ncnc4sc(C)c(C)c34)CC2)cc1	0.9	-18	3	16	105	11	-76	147*	28
COc1ccccc1CNC(=O)CCCC(=O)n1ncc2cc(C)ccc21	-0.7	28	x	-1	102	-12	10	101	-34
CC(CN)(NS(=O)(=O)c1ccccc1)c1ccccc1 (centres undefined)	-0.6	3	7	1	101	5	0	105	-2
COc1cc(C2c3c(-c4ccccc4)n[nH]c3C(=O)N2c2ccccc2)ccc1O (centres undefined)	1.8	-24	-6	1	101	3	-1	99	-20
Cc1ccc(/C=C2/C(=N)N3N=C(CC(=O)N4CCCC4)SC3=NC2=O)o1	0.1	-7	-9	0	102	3	18	101	-6
Cc1ccc(O)c(C(=O)c2cc(C#N)c(=O)n(Cc3ccccc3)c2)c1	8.6	41	-1	2	101	17	3	98	-15
NC(=O)c1ccc(N2CCN(c3ccc(O)cc3)CC2)c([N+](=O)[O-])c1	-2.2	-2	-3	11	102	-4	12	105	3
OC(CCN1CCCCC1)(c1ccccc1)C1CCCCC1 (centres undefined)	3.0	-31	-6	6	86	6	-2	97	8
Cc1nnc(SCc2ccccc2Cl)n(N)c1=O	1.2	-10	1	4	103	5	-2	102	-1
CCCCCCC1CC(CCC(=O)Nc2ccc([N+](=O)[O-])cc2)C(=O)O1 (centres undefined)	-0.6	16	-4	-9	96	-13	-5	94	0
COc1ccc(/C=N/n2cncn2)cc1COc1ccc(NC(C)=O)cc1	1.1	-6	-3	x	x	0	-15	x	-17
CSCCC(NC(=O)c1ccccc1)C(=O)Nc1ccc(NC(C)=O)cc1 (centres undefined)	x	x	0	-1	103	13	6	99	-7
CSc1ccc(C(=O)C2CCCN(C(=O)c3cc(C)n(C)n3)C2)cc1 (centres undefined)	-0.7	-7	-8	0	106	-4	7	105	-32
O=c1[nH]c(NCc2ccco2)nnc1Cc1ccccc1Cl	2.8	34	2	0	101	4	3	97	-4
CC(Oc1ccccc1)C(=O)Nc1ccc(S(=O)(=O)Nc2nccs2)cc1 (centres undefined)	-0.4	-2	0	1	97	11	1	97	-24
Cc1cc(C)n(C(=O)CNC(=O)c2ccc3c(c2)OCCO3)n1	9.6	4	-3	10	107	10	-5	107	0
COc1ccc(CNC(=O)[C@H](C)[C@@H]2C[C@@]2(C)[C@@H](NC(=O)OCc2ccccc2)c2ccccc2)cc1OC	-0.6	-1	-2	-2	94	1	-4	98	-49
O=C(NCc1ccccc1)c1noc2c1CCCC2	-0.6	-4	-6	8	99	19	1	102	-1
COc1cccc(CCc2nnc(CCC(=O)N(C)C3CC(C)(C)NC(C)(C)C3)o2)c1	-1.0	-1	-4	4	103	17	-6	109	2
Cc1ccc(C(=O)NC(=S)Nc2ccc(Oc3ccc(Cl)cc3)cc2)cc1	4.7	2	0	3	101	-16	4	99	0
Oc1ccccc1-c1nc(N2CCCC2)c2ccccc2n1	1.5	-18	-4	3	104	42	-2	101	-1
